TSG101-PTAP inh: blocks PTAP/TSG101 interaction to inhibit HIV-1 budding; Q99816; Potency, µM (doses to about 115 µM), without a hit: at the highest dose activity change, negative = inhibition, actives largely listed as inhibitors; Fluorescence polarization, FITC-PTAP peptide / Tsg101 binding; 340,000 tested, under 10 active; active means well fitted inhibition curve with a large enough effect in the main read-out, with a control signal flat, not every such curve was filed as active; inconclusive means small, poorly fitted or top-dose-only effect, or effect the other way, or a change in a side signal; inactive means no such curve, though single readings can be large or run the other way; further: potency means the concentration at half of the fitted maximal effect; % of control where 0% means no effect
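Steps: Tsg101 binding domain dispensed (10 uM final), compounds pinned in DMSO, FITC-labeled PTAP-motif peptide added (50 nM final); after 20 min binding at room temperature, polarization measured.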
Menin-MLL TR inh: displaces Texas Red mutant MLL peptide from human menin; Menin + Texas Red MLL mutant peptide, fluorescence polarization; Potency, µM (series often up to 61.6 µM), inactives show at the top dose FP activity change, negative = inhibition, most hits filed as inhibitors; O00255; hit rate 0.23% among 270,000; active means well fitted inhibition curve with a large enough effect in the polarisation, with a control signal flat, not every such curve was filed as active; inconclusive means small, poorly fitted or top-dose-only effect, or effect the other way, or a change in a side signal; inactive means no such curve, though single readings can be large or run the other way; the % refers to the polarisation; further: potency means the concentration at half of the fitted maximal effect; % of control where 0% means no effect; many of its hits are not listed in these tables
TCR activator: activates T cell receptor signaling | 330,000 tested, under 10 active | AID 504894 | primary human leukocytes, anti-CD3, IL-2 HTRF, 48 h | Potency, µM (top dose mostly 9.22 µM), without a hit: top-dose activation of IL-2 secretion, hits mostly activators; further: % of control where 0% means no effect
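48 hr co-incubation of compounds, a-CD3 beads and primary human leukocytes; IL-2 quantified homogeneously by HTRF with anti-IL-2 K and d2 conjugates.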
MBNL1 CUG block: blocks human MBNL1 binding to CUG repeat RNA. TR-FRET MBNL1-His/biotin-(CUG)12 binding, 665/545 ratio. AID 2675. Potency, µM (doses to about 57.5 µM), for the others: at the top dose activity change, negative = inhibition, actives largely listed as inhibitors. hit rate 0.036% among 280,000. Q9NR56; active means well fitted inhibition curve with a large enough effect in the signal ratio, with a control signal flat, not every such curve was filed as active; inconclusive means small, poorly fitted or top-dose-only effect, or effect the other way, or a change in a side signal; inactive means no such curve, though single readings can be large or run the other way; the % refers to the signal ratio; further: potency means the concentration at half of the fitted maximal effect; on the % scale 0 is the no-effect control and ±100 the full control effect
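Ratiometric TR-FRET (665 over 545 nm, excitation 340 nm) tracks disruption of MBNL1-His/biotin-(CUG)12 complex after 60 min at room temperature, with compounds at 92 nM to 58 uM final.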
CXXC DNA block: MLL CXXC-DNA interaction inhibition; MLL-CXXC / FITC-HOXA9 DNA fluorescence polarization; Potency, µM (doses to about 115 µM), for inactives: top-dose activity change, negative = inhibition, usual class: inhibitors; hit rate 0.037% among 290,000; active means well fitted inhibition curve with a large enough effect in the polarisation, with a control signal flat, not every such curve was filed as active; inconclusive means small, poorly fitted or top-dose-only effect, or effect the other way, or a change in a side signal; inactive means no such curve, though single readings can be large or run the other way; the % refers to the polarisation; further: potency means the concentration at half of the fitted maximal effect
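Steps: dispense CXXC domain solution (7 uM) → pin compounds or unlabeled HOX-A9 DNA control → 5 min ambient → add FLSN-HOX-A9 solution (50 nM) → spin → 30 min ambient → fluorescence polarization. Tris pH 7.5/NaCl/DTT/BSA buffer.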
TSHR antag: human thyrotropin receptor antagonism; P16473; TSHR-expressing cells, TSH-stimulated cAMP HTRF, 2 h; active compounds read low; activity change, negative = inhibition, % at 11.5 µM; hit rate 0.2% among 330,000; AID 504810;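 active means activity change below a set negative limit, meaning inhibition stronger than a set level, cut at about -70% in these data; inconclusive means activity change between two set negative limits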; further: on the % scale 0 is the no-effect control and ±100 the full control effect
Target sequence (P16473 whole entry, looked up): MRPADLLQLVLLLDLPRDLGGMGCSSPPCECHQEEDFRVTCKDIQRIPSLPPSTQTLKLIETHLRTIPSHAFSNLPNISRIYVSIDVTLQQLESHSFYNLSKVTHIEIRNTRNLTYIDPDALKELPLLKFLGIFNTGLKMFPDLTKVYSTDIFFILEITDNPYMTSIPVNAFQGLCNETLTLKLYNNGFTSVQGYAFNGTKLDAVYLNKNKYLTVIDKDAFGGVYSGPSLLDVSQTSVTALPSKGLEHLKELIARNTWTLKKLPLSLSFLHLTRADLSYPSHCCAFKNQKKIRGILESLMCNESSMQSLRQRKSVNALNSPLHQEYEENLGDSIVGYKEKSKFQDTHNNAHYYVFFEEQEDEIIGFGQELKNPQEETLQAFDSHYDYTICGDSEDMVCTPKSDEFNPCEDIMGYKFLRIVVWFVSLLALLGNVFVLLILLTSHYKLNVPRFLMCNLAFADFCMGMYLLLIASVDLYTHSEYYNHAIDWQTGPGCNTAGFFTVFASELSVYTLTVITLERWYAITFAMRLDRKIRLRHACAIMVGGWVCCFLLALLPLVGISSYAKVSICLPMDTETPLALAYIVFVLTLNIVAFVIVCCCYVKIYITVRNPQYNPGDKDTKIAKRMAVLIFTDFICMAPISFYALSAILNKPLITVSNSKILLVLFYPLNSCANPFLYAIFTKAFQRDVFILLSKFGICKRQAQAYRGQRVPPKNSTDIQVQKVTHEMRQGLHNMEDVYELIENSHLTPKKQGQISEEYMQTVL
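Antagonism was scored as loss of TSH-driven cAMP in TSHR cells, stimulated with 4nM TSH (EC80) for 2 hours at 37 deg C and detected by homogeneous HTRF competition immunoassay.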
A-T KAP1 phos: potential ataxia-telangiectasia treatments restoring KAP-1 phosphorylation; Potency, µM (titrated, usually from 57.5 µM), inactives show top-dose activation, usual class: activators; […] A-T fibroblasts, KAP-1 phosphorylation AlphaLISA; neocarzinostatin DNA damage 30 min before lysis; hit rate 0.19% among 320,000; further: potency means the concentration at half of the fitted maximal effect; % of control where 0% means no effect; nearly all actives have a fitted effect of over 45% in size
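ATM-like activity read as KAP-1 phosphorylation via AlphaLISA donor/acceptor antibody pairs after lysis and 6 hr at 25C. Cells were ATM-null patient fibroblasts ([…], hTERT), dosed 60 min, then exposed to the DSB inducer NCS for 30 min.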
Mito fusion yeast: blocks mitochondrial division or promotes mitochondrial fusion; S. cerevisiae fusion-defective mutant growth rescue, CellTiterGlo 48 h; AID 485298; hit rate 0.23% among 320,000; Potency, µM (top dose mostly 46.1 µM), inactives show at the top dose growth rescue (activation), usual class: activators;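 further: potency means the concentration at half of the fitted maximal effect; % of control where 0% means no effect; nearly all actives have a fitted effect of over 45% in size; temperature-sensitive fusion mutants such as fzo1-1 at 37 °C on non-fermentable ethanol glycerol medium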
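Yeast fusion mutant, YPEG (non-fermentable carbon), compound, 48 h at 37C non-permissive; CellTiterGlo added, 10 min RT, luminescence read. Rescued growth = division inhibition.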
a7 integrin act: activates integrin-mediated alleviation for muscular dystrophy | hit rate 0.064% among 350,000 | AID 624291 | Potency, µM (doses to about 38.3 µM), for inactives: top-dose activation, usual class: activators | alpha7betagal myoblasts, beta-gal FDG fluorescence, 48 h;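 further: potency means the concentration at half of the fitted maximal effect; 100% = response of the positive control SU9516; nearly all actives have a fitted effect of over 60% in size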
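alpha7betagal+/- myoblasts (passage 13, 250/well) treated 48 h at 37C with compounds at 1:260 dilution of DMSO stock. Lysed, then beta-galactosidase activity read as FDG fluorescence (ex 480/em 540) after 30 min, with pre-read for autofluorescence.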
S-ASM inh: human S-ASM enzyme inhibition | P17405 | placental ASM, HMU-PC fluorogenic substrate, 60 min | Potency, µM (titrated, usually from 57.5 µM), without a hit: top-dose activity change, negative = inhibition, hits mostly inhibitors | hit rate 0.006% among 340,000; further: potency means the concentration at half of the fitted maximal effect
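qHTS format. ASM enzyme prepared from human placenta hydrolyses the fluorogenic substrate HMU-PC0 (9 uM final) over 60 min at 37 °C after a 10 min compound preincubation.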
Active calls of the source: *; i = inactive; ? = inconclusive; · = not tested or not shown; & = joins results of further samples; [ ] = dose if it differs, or a comment. Unless noted, the call rests on the fitted dose curve; in most records, active means well fitted curve in the direction sought with a large enough effect; inconclusive means small, poorly fitted or top-dose-only effect, or another doubt; inactive means no such curve, though single readings can be large; an effect the other way counts as inactive or inconclusive. A portion of the library; the hit share may differ from the screen's.

SMILES	TSG101-PTAP inh	Menin-MLL TR inh	TCR activator	MBNL1 CUG block	CXXC DNA block	TSHR antag	A-T KAP1 phos	Mito fusion yeast	a7 integrin act	S-ASM inh
CCc1nn(CCCC(=O)N(C)Cc2ccccc2)c(=O)c2cc3occc3n12	-2%	-16%	1%	7%	6%	7	-7%	11%	-42%	-1%
Cc1ccc(C)c(-n2c(=O)c(C#N)cc3c(=O)n4ccccc4nc32)c1	10%	-7%	·	?	3%	-5	0%	3%	-1%	i
CCC(C)(C)NC(=O)CN(CC1CCCO1)C(=O)CNS(=O)(=O)c1ccccc1 (configuration not stated)	-3%	·	-1%	-3%	1%	·	21%	4%	-4%	-14%
CC(C)OC(=O)/C(C#N)=C\c1cccnc1	-7%	-4%	5%	8%	-5%	-8	3%	0%	24%	9%
COc1ccc(C)cc1COC(=O)c1[nH]c(C)c(C(C)=O)c1C	-4%	-4%	-2%	-1%	11%	-13	-1%	?	0%	-2%
O=C(NCc1ccccc1Cl)NC(=O)c1csc([N+](=O)[O-])c1	0%	·	-5%	-4%	-5%	2	-1%	1%	10%	-1%
CCN(CC)c1ccc(NC(=O)C2CC3CCC2C3)cc1 (configuration not stated)	-2%	-5%	2%	6%	0%	?	1%	0%	0%	-2%
CC(C(=O)Nc1ccccc1C(=O)N1CCCC1)n1nnc2ccccc21 (configuration not stated)	-1%	-30%	-7%	-11%	-4%	-2	5%	0%	19%	1%
CC1(C)CC2CC(C)(CN2C(=O)c2cc(-c3ccccc3O)on2)C1 (configuration not stated)	-6%	0%[11.7 µM]	7%	-11%	0%	10	17%	6%	12%	-6%
COC(=O)c1cn[nH]c1NC(=S)Nc1ccc(Cl)c(Cl)c1	-2%	?	-1%	7%	-2%	-22	5%	-6%	-8%	-2%
Cc1cc(Cl)ccc1NC(=O)Nc1c(C)n(-c2ccccc2)c(=O)n1C	-6%	1%	·	-4%	0%	5	-2%	1%	19%[7.66 µM]	2%
Cc1cnc(NC(=O)COc2ccccc2)s1	-12%	3%	-11%	1%	-4%	-4	6%	-7%	12%	10%
COc1cc(NC(=O)C(=O)N2CCN(C)CC2)c(OC)cc1Cl	1%	·	-77%	0%	2%	0	1%	6%	1%	0%
C=C[C@]1(C)C[C@@H](OC(=O)CSCCN(CC)CC)[C@]2(C)C(C)CC[C@]3(CCC(=O)[C@H]32)[C@@H](C)[C@@H]1O (some centres not stated)	-1%&-6%	-3%	-17%&-8%	·	-2%	2&11	-12%&1%	-9%&2%	·	-2%&4%
CC1=NN(C(=O)c2csc(C(C)C)c2)C(O)(C(F)(F)F)C1 (configuration not stated)	-2%	-11%	-3%[46.1 µM]	-7%	12%	11	-3%	0%	18%	2%
CC(=O)c1cnc(SCC(=O)O)nc1C	-3%	-6%	1%	-3%	-1%	11	-1%	-1%	-23%	4%
COC(=O)c1ccc(COC(=O)C(CCS(C)(=O)=O)N2C(=O)c3ccccc3C2=O)cc1 (configuration not stated)	-6%	8%	2%[46.1 µM]	-5%	11%	15	-2%	3%	10%	-2%
O=C(N/C(=C\c1ccco1)C(=O)N1CCOCC1)c1ccc([N+](=O)[O-])cc1	-4%	16%	3%	?	-9%	2	-10%	-10%	6%	1%
COc1ccc(N2CC(C(=O)N(CC(C)C)c3c(N)n(Cc4ccccc4)c(=O)[nH]c3=O)CC2=O)c(OC)c1 (configuration not stated)	-5%	·	3%	·	·	4	12%	-1%	6%	14%
CC(C)(C)OC(=O)CN1C(=O)NC2(CCCc3ccccc32)C1=O (configuration not stated)	-9%	2%	2%	2%	-1%	0	14%	-8%	4%	-10%
COc1ccc2cc(C(=O)NCCCN3CCCC3=O)[nH]c2c1	-2%	-1%	-1%	-4%	3%	3	-9%	-1%	?	-1%
O=C(c1cccs1)N1CCC(c2nc3c(nnn3Cc3ccccc3)c(=O)[nH]2)CC1	-1%	-3%	-26%	-7%	10%	-12	1%	0%	0%	-1%
CCCn1c(CCc2ccccc2)nnc1SCC(=O)N1CCOCC1	-2%	5%	-12%	-1%	1%	3	4%	-7%	-4%	4%
CC(C(=O)N1CCc2ccccc21)N1CCN(S(=O)(=O)c2ccc3c(c2)OCCCO3)CC1 (configuration not stated)	0%	·	3%	·	·	·	·	·	-36%	-5%
CSc1nsc(SCC(=O)Nc2ccccc2)n1	-3%	35%[activator]	-1%	1%	17%	-6	7%	-11%	-21%	-2%
O=C(Oc1ccc(N(Cc2cccs2)C2=NS(=O)(=O)c3ccccc32)cc1)c1ccccc1	-4%	-2%	0%	-4%	59%[activator]	5	·	1%	7%	0%
CC(C)C[C@H](NC(=O)[C@H](Cc1ccccc1)n1c(=O)[nH]c2ccccc2c1=O)C(=O)N1CCC[C@@H]1C(=O)O	-3%	-11%	7%	3%	-21%	0	-3%	-2%	12%	9%
CCCCn1c(N)c(N(CCOC)C(=O)C2CCN(S(=O)(=O)c3ccc(Cl)cc3)CC2)c(=O)[nH]c1=O	-3%	·	5%	-7%	-6%	0	6%	-2%	?	·
Cc1ccccc1-n1cnc2cc(NCc3cccs3)ccc21	-7%	-11%	-2%	2%	20%	-9	1%	5%	-21%	-3%
CCCNC(=O)COC(=O)c1cc(SC)ccc1Cl	1%	2%	-4%	-5%	-3%	0	6%	3%	18%	9%
Nc1cc2nc[nH]c2cc1N	-2%	15%	-4%	·	18%	2	-3%	5%	18%	10%
COc1ccc(NC(=O)COC(=O)CC2CCCCC2)cc1	-3%	·	2%	·	·	12	-6%	6%	-19%	-1%
O=C(Nc1cccnc1)C1CCCN1S(=O)(=O)c1ccc(Cl)c(Cl)c1 (configuration not stated)	0%	-6%	-4%	-6%	0%	-9	3%	1%	19%	-1%
CCCCN1C(Nc2ccccc2)=NC[C@@H]1CC(C)C	0%	·	6%	·	·	4	6%	-5%	-3%	1%
C/C(=N\NC(=S)NC1CCCCC1)c1cccc(C(F)(F)F)c1	-4%	·	-3%	-13%	39%[activator]	4	18%	-11%	-46%[inhibitor]	-9%
O=C(NCc1cccnc1)C1c2ccccc2C(=O)N1Cc1ccco1 (configuration not stated)	-1%	0%	-2%	2%	17%	5	-2%	-3%	23%	5%
CC(CC(=O)OCC(=O)Nc1ccc2[nH]c(=O)[nH]c2c1)c1ccccc1 (configuration not stated)	-1%	·	1%	·	·	4	3%	-2%	10%	7%
Cc1ccc[n+](CC(=O)Nc2cc(C(F)(F)F)ccc2N2CCOCC2)c1	1%	2%	4%	-2%	10%	-2	-2%	-14%	?	2%
Cc1ccc(-c2cc(-c3ccc4c(c3)OCO4)c(C#N)c(N)n2)o1	-2%	26%	0%	?	1%	-8	23%	-3%	-8%	i
N#Cc1nc(-c2ccccc2)oc1NCCN1CCCCC1	-2%	-21%	7%	6%	3%	2	-3%	4%	-4%	9%
CC(C)CCNC(=O)CN(C(=O)CCC(=O)Nc1nccs1)c1ccc2c(c1)OCCO2	-4%	3%	4%	-1%	0%	6	-3%	-7%	?	3%
Nc1ccc(O)cc1C(=O)OCC(=O)C12CC3CC(CC(C3)C1)C2	-4%	?	2%	4%	-4%	-25	-2%	0%	-29%	216%[activator]
COc1cccc(N(C(=O)c2snc(C(N)=O)c2N)C(C(=O)NCC2CCCO2)c2c[nH]c3ccccc23)c1 (configuration not stated)	-1%	3%	-3%	2%	13%	-1	3%	1%	-23%	200%[activator]
O=C(NCc1ccccc1F)c1ccc(S(=O)(=O)Nc2cccc(C(F)(F)F)c2)cc1	-1%	14%	-10%[46.1 µM]	-24%	?	31	13%	10%	-3%	4%
Cc1cc(=O)n(C2CCS(=O)(=O)C2)[nH]1 (configuration not stated)	-3%	14%	-1%	?	-29%	-4	-1%	-2%	-17%	2%
CCSc1nnc2ccc(-c3ccc(C)cc3)nn12	-5%	?	-2%	?	-8%	40	11%	-1%	20%	23%
CC(=O)OC(C(=O)NC1CCCCC1)c1ccc(C)cc1 (configuration not stated)	-2%	6%	8%	-7%	1%	-8	0%	-1%	-5%	-1%
COc1ccc(OCC(=O)N/N=C(\C)c2cccs2)cc1	-1%	·	-6%	·	1%	3	-1%	-2%	-22%	-2%
COc1ccc(C(=O)NC2c3ccccc3-c3ccccc32)cc1	-2%	14%	-4%[46.1 µM]	?	4%	4	-3%	-1%	-14%	4%
